GAA glycogen: alters human alpha-glucosidase cleavage of glycogen | P10253 | recombinant GAA, glycogen substrate, Amplex Red glucose oxidase fluorescence | Potency, µM (doses to about 76.4 µM), for the others: at the highest dose activity change, negative = inhibition, usual class: inhibitors | 300,000 tested, 0.38% active; active = well fitted inhibition curve with a large enough effect; inconclusive = small, poorly fitted or top-dose-only effect, or another doubt; inactive = no such curve, though single readings can be large or run the other way;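 also: 0% = full enzyme reaction and -100% = no-enzyme basal signal; the screen sought inhibitors and activators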
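Natural-substrate format: glycogen cleavage by 4 nM human enzyme, glucose read by Amplex Red coupling (Ex 573, Em 610 nm). Normalized to enzyme and no-enzyme controls.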
Starred values were filed as active, the others as inactive; ? = inconclusive; [ ] = dose if it differs, or a comment. Potency is read from the fitted curve at half-maximal effect.

SMILES	GAA glycogen
Cc1cccc(NC(=O)N2CC3CC(C2)c2cccc(=O)n2C3)c1 (configuration not stated)	1.1%[76.3 µM]
Cc1cc(=O)oc2cc(OCC(=O)N3CCC(C(=O)O)(c4ccccc4)CC3)ccc12	6.3%[76.3 µM]
CCCCOc1ccc(C(C)=O)cc1Cc1c(O)[nH]c(=S)[nH]c1=O	10.4%[76.3 µM]
COc1ccc(OC)c(CN2CCN(C(=O)Cc3ccccc3)CC2)c1	11.1%[76.3 µM]
COC(=O)c1ccc(CC(C(=O)c2ccccc2)N(C)C)cc1 (configuration not stated)	-12.3%
CCN1CCN(C(=O)COc2ccc(S(=O)(=O)N3CCOCC3)cc2C)CC1	-10.6%
Cc1ccccc1NS(=O)(=O)c1ccc(OCC(=O)N2CCN(C)CC2)cc1	-0.4%[76.3 µM]
CCCCNS(=O)(=O)c1ccc(OCC(=O)N2CCN(Cc3ccc4c(c3)OCO4)CC2)cc1	-7.9%[76.3 µM]
NS(=O)(=O)OC(CCc1ccccc1)C(Cl)(Cl)Cl (configuration not stated)	11.2%[76.3 µM]
COc1ccc(OC)c(-n2c(O)c(C=NCCN3CCNCC3)c(=O)[nH]c2=S)c1	8.6%
CC1C(OC(=O)CCC(=O)NC(C)(C)CO)O[C@H]2OC3(C)CC[C@H]4[C@H](C)CCC1C24OO3 (some centres not stated)	2.0%
C#C[C@]1(O)CCC2C3CCC4=C/C(=N/OCC(=O)NC(C)C(=O)NC(CCSC)C(=O)O)CC[C@]4(C)C3CC[C@@]21C (some centres not stated)	1.6%
CN1CCN(Cc2ccc3ccccc3c2)CC1	2.9%[76.3 µM]
COc1ccc(OC)c(C(O)C2CCCCN2)c1 (configuration not stated)	-0.4%[76.3 µM]
COc1cc(O)cc2c1C(=O)O[C@@H](C)CCCC(=O)CCCCC2	-1.8%
COc1cccc(OP(=O)(Nc2ccccc2)Oc2cccc(OC)c2)c1	-14.3%[76.3 µM]
CC(=O)C1(c2ccccc2)CCN(C(=O)C2CCC(=O)N(CCc3cccc(F)c3)C2)CC1 (configuration not stated)	0.5%[76.3 µM]
Nc1ccc(CCN2CCCC2)cc1	-5.4%[76.3 µM]
COC(=O)Cn1cc(C=C2C(=O)NC(=O)NC2=O)c2ccccc21	0.5%
CCN(CC)C(=O)c1ccc(NC(=O)CN2CCc3cc(OC)c(OC)cc3C2)cc1	-5.6%
O=C1CN=C(c2ccccc2)c2cc(Br)ccc2N1	10.6%[76.3 µM]
CCOC(=O)c1ccc(NC(=O)N2CC3CC(C2)c2cccc(=O)n2C3)cc1 (configuration not stated)	-8.9%[76.3 µM]
O=C(CCC(=O)N1CCOc2ccc(Cl)cc21)N1CCC2(CC1)OCCO2	1.5%[76.3 µM]
C[C@]12CCC3[C@@H](CC[C@H]4C[C@@H](O)CC[C@]34C)C1CCC2=O (some centres not stated)	2.2%

Ordered by formula weight (ascending): part of the list above.
SMILES	GAA glycogen
Nc1ccc(CCN2CCCC2)cc1	-5.4%[76.3 µM]
O=C1CN=C(c2ccccc2)c2cc(Br)ccc2N1	10.6%[76.3 µM]
O=C(CCC(=O)N1CCOc2ccc(Cl)cc21)N1CCC2(CC1)OCCO2	1.5%[76.3 µM]

Next part.
SMILES	GAA glycogen
O=C(O)c1cccc(NC(=O)N2C[C@H]3C[C@@H](C2)c2cccc(=O)n2C3)c1	-3.3%[76.3 µM]
CCOc1cc2c(cc1OCC)-n1cccc1C(c1cccc([N+](=O)[O-])c1)NC2 (configuration not stated)	-8.3%
FC(F)(F)c1cccc(C2NCc3ccccc3-n3cccc32)c1 (configuration not stated)	5.3%
Cc1ccccc1CCNCc1cc2cccc(C)c2[nH]c1=O	-10.8%[76.3 µM]
COc1ccc(NC(=O)[C@@H](NC(=O)N2C[C@H]3C[C@@H](C2)c2cccc(=O)n2C3)C(C)C)cc1	3.1%[76.3 µM]
CC12CC[C@H]3[C@@H](CCC4(O)C[C@H](O)CCC34/C=N/NC(=O)c3ccccc3[N+](=O)[O-])C1(O)CCC2C1=CC(=O)OC1 (some centres not stated)	3.7%
Cc1cccc(CN2CCCN(Cc3ccc(Cl)cc3)S2(=O)=O)c1	-5.2%
C[C@]12CCC(=O)C=C1CC[C@@H]1C2CC[C@]2(C)C(=O)CCC12 (some centres not stated)	7.9%
O=C(NCc1cccnc1)Nc1ccccc1Cl	1.6%[76.3 µM]
CCC(CO)(C(=O)OC1CC2CCC(C1)N2C)c1ccccc1 (configuration not stated)	5.7%[76.3 µM]
C[C@]12CCC(OC(=O)CCC(=O)O)CC1=CCC1C2CC[C@]2(C)C(=O)CCC12 (some centres not stated)	3.2%
COc1cccc(CN2CC=C(c3ccc(F)cc3)CC2)c1	-12.7%[76.3 µM]
CC(C)CCOP(N)(=O)Oc1ccccc1Cl (configuration not stated)	19.1%[76.3 µM]
Cc1cc(OCC(=O)NCc2cccnc2)c2c3c(c(=O)oc2c1)CCCC3	1.5%[76.3 µM]
CN1CCC(N(C)c2ccc(C(N)=O)cc2[N+](=O)[O-])CC1	6.7%[76.3 µM]
CCCCCn1c(=O)c(C(=O)Nc2ccccn2)c(O)c2ccccc21	10.9%[76.3 µM]
Cc1nc2ccccc2c(=O)n1-c1cccc([N+](=O)[O-])c1	16.7%[76.3 µM]
CC(C)c1ccccc1OCC(=O)N1CCCN(C)CC1	-4.5%[76.3 µM]
O=C1NC(=O)C(=Cc2ccc(-c3ccc(S(=O)(=O)N4CCOCC4)cc3)o2)C(=O)N1	11.5%[76.3 µM]
Fc1ccccc1CN1CCN(c2ccc(Cl)cc2)CC1	0.6%
FC(F)(F)c1ccccc1CNCCc1c[nH]c2ccccc12	-5.7%
COc1ccccc1NC(=O)c1cn(CCC#N)nc1-c1cccc(Cl)c1	2.9%[76.3 µM]
COc1cc(CN2CCN(C(=O)Cc3ccccc3)CC2)cc(OC)c1OC	9.1%[76.3 µM]
CN1CC(C(=O)c2ccc(Cl)cc2)C(c2ccccc2)C1 (configuration not stated)	-0.9%

Among those listed so far, eight have a Cl atom:
SMILES	GAA glycogen
NS(=O)(=O)OC(CCc1ccccc1)C(Cl)(Cl)Cl (configuration not stated)	11.2%[76.3 µM]
O=C(CCC(=O)N1CCOc2ccc(Cl)cc21)N1CCC2(CC1)OCCO2	1.5%[76.3 µM]
Cc1cccc(CN2CCCN(Cc3ccc(Cl)cc3)S2(=O)=O)c1	-5.2%
O=C(NCc1cccnc1)Nc1ccccc1Cl	1.6%[76.3 µM]
CC(C)CCOP(N)(=O)Oc1ccccc1Cl (configuration not stated)	19.1%[76.3 µM]
Fc1ccccc1CN1CCN(c2ccc(Cl)cc2)CC1	0.6%
COc1ccccc1NC(=O)c1cn(CCC#N)nc1-c1cccc(Cl)c1	2.9%[76.3 µM]
CN1CC(C(=O)c2ccc(Cl)cc2)C(c2ccccc2)C1 (configuration not stated)	-0.9%

Remaining list, next part.
SMILES	GAA glycogen
COc1ccc(OCCOc2cccc(C=C3C(=O)NC(=O)NC3=O)c2)cc1	-13.8%[15.3 µM]
COc1ccccc1Oc1c(C)oc2cc(OC(=O)N(C)C)ccc2c1=O	4.0%
Cc1ccsc1/C=C1\C(=O)NC(=S)N(C)C1=O	-10.6%[76.3 µM]
CCCCCn1c(=O)c(C(=O)Nc2ccccc2C)c(O)c2ccccc21	-9.2%[76.3 µM]
c1ccc2sc(C3CCNCC3)nc2c1	-1.9%
Cc1cc(OC(C)C(=O)NCC2CCC(C(=O)O)CC2)c2c3c(c(=O)oc2c1)CCC3 (configuration not stated)	-0.9%[76.3 µM]
O=C(Cc1ccccc1)Oc1ccc([N+](=O)[O-])cc1	3.1%[76.3 µM]
Cc1ccccc1N1C(=O)/C(=C/c2ccco2)C(=O)NC1=S	-18.4%
COC(=O)CCCC(NC(=S)N1CC2C[C@@H](C1)Cn1c2cccc1=O)C(=O)OC (some centres not stated)	7.0%
COc1cccc(C(=O)N2C[C@H]3C[C@@H](C2)c2cccc(=O)n2C3)c1	-6.3%[76.3 µM]
Cc1cccc(-n2c(O)c(C=NCCN3CCNCC3)c(=O)[nH]c2=S)c1	2.7%
c1ccc(CNCCc2c[nH]c3ccccc23)cc1	-8.2%[76.3 µM]
COc1cccc(-n2c(O)c(C=NCCN3CCNCC3)c(=O)[nH]c2=S)c1	3.1%
Cn1cc(C(=O)NC2CC2)c2ccccc21	-9.2%
CCc1ccc(CNCCc2c[nH]c3ccccc23)cc1	-2.0%[76.3 µM]
CC(=O)O[C@H]1C(=O)[C@@]2(C)C([C@H](OC(=O)c3ccccc3)[C@]3(O)C[C@H](O)C(C)=C1C3(C)C)[C@]1(OC(C)=O)CO[C@@H]1C[C@H]2O (some centres not stated)	-17.3%[76.3 µM]
CC1Cc2ccccc2N1Cc1cccc(S(=O)(=O)N(C)C)c1 (configuration not stated)	?
CN1C(=O)C(c2ccc([N+](=O)[O-])cc2[N+](=O)[O-])C(=O)N(C)C1=O	2.9%
CC(Cc1ccccc1)NC(=O)Cc1ccc([N+](=O)[O-])cc1 (configuration not stated)	-7.4%[76.3 µM]
CC(=O)OC1CC[C@]2(C#N)[C@H]3CC[C@]4(C)[C@H](C5C=CC(=O)O5)CCC4(O)C3CCC2(O)C1 (some centres not stated)	1.1%
CCc1ccc(NC2=NCCCS2)cc1	3.8%
Cc1ccc(/C=C2\C(=O)NC(=S)N(c3ccc(F)cc3)C2=O)o1	?
CC(=O)N1CC(=O)Nc2ccc(C)cc2C1c1ccccc1 (configuration not stated)	8.4%
CCCc1cc(=O)oc2cc(OCC(=O)N3C[C@H]4C[C@@H](C3)c3cccc(=O)n3C4)ccc12	17.4%[76.3 µM]
C1CCCN(C2CCNCC2)CC1	10.7%[76.3 µM]
FC(F)(F)c1ccccc1CCN1CCNCC1	6.9%
CCCCc1ccc(NC2=NCCCS2)cc1	3.1%
CC1CCN(CC#CCOc2ccc(Cl)cc2)CC1	16.6%[76.3 µM]
CC(=O)O[C@@]12CO[C@@H]1C[C@H](OC1OCC(O)C(O)C1O)[C@@]1(C)C(=O)[C@H](O)C3=C(C)[C@@H](OC(=O)[C@H](O)[C@@H](NC(=O)c4ccccc4)c4ccccc4)C[C@@](O)([C@@H](OC(=O)c4ccccc4)C12)C3(C)C (some centres not stated)	12.2%[76.3 µM]
O=C1CN=C(c2ccccc2)c2ccccc2N1	-3.8%
COc1ccc(CNCCc2ccc(Cl)cc2)c(OC)c1OC	-3.7%[76.3 µM]
CCN(CC)C(=O)c1ccc(NC(=O)c2sccc2-c2ccccc2)cc1	7.5%[76.3 µM]
COc1ccc(-n2c(-c3ccccc3Br)nc3ccccc3c2=O)cc1	-1.3%
CCc1cc(=O)oc2cc(C)cc(OCC(=O)N3CCC(C(=O)O)(c4ccccc4)CC3)c12	-7.1%[76.3 µM]
CCOc1cc(CNCCc2ccccc2F)ccc1OC	7.5%
NP(=O)(OCCCc1ccccc1)c1ccccc1 (configuration not stated)	0.4%[76.3 µM]
CC(C)NC(=O)Cn1cc(C(=O)c2ccccc2)c2ccccc21	-3.2%[76.3 µM]
COc1ccc(-n2nc(C(=O)NCC(=O)N3CCC4(CC3)OCCO4)c3ccccc3c2=O)cc1OC	0.6%
CCOc1cc2c(cc1OCC)-n1cccc1C(c1ccc(F)c(OC)c1)NC2 (configuration not stated)	-4.7%
Cc1cc(OCC(=O)N2C[C@H]3C[C@@H](C2)c2cccc(=O)n2C3)c2c(C)c(C)c(=O)oc2c1	19.0%[76.3 µM]
CSCCC(NC(=O)CCC(=O)OC1CC[C@H]2[C@@H]3CC[C@H]4CC(=O)CC[C@]4(C)[C@H]3CC[C@]12C)C(=O)O (some centres not stated)	3.2%
CCOC(=O)CNC(=S)N1CC2C[C@@H](C1)Cn1c2cccc1=O	-4.7%
Cn1cc([N+](=O)[O-])c(C(=O)Nc2ccc3c(C(F)(F)F)cc(=O)oc3c2)n1	3.3%[76.3 µM]
Cc1c(C(=O)C(=O)N2CCOCC2)c2ccccc2n1Cc1ccccc1	-4.7%[76.3 µM]
COC(=O)Cn1cc(C=C2C(=O)N(C)C(=O)N(C)C2=O)c2ccccc21	-13.5%[76.3 µM]
O=c1ccc2cc(O[C@@H]3O[C@@H](CO)[C@H](O)[C@@H](O)[C@@H]3O)c(O)cc2o1	-15.7%
COc1cc(C=C2C(=O)NC(=O)NC2=O)ccc1OS(=O)(=O)c1ccccc1[N+](=O)[O-]	0.5%
COc1ccc(CCC(=O)N2C[C@H]3C[C@@H](C2)c2cccc(=O)n2C3)cc1	-24.1%[76.3 µM]
COc1ccc(N2C(=O)NC(=O)/C(=C\c3cn(CC(=O)N4CCOCC4)c4ccccc34)C2=O)c(OC)c1	18.0%[76.3 µM]
CN1CC(C(=O)c2ccccc2)C(c2ccccc2)C1 (configuration not stated)	1.2%
Cn1c(O)c(C=Nc2cccc(C(F)(F)F)c2)c(=O)n(C)c1=O	6.0%

Screens as filed in PubChem BioAssay.

Only part of the results is shown (hit frequency here may not be typical).
